Screening results: PubChem, National Center for Advancing Translational Sciences (NCATS)
Pf growth 48h = P. falciparum growth inhibition at 48 hours (one generation); P. falciparum luciferase growth in erythrocytes, 48 h; Potency, µM (top dose mostly 28.7 µM), inactives show at the highest dose activity change, negative = inhibition, hits mostly inhibitors; hit rate 5.9% among 310,000; AID 504832; further: potency means the concentration at half of the fitted maximal effect; on the % scale 0 is the no-effect control and ±100 the full control effect
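A one-generation exposure of luciferase-tagged malaria parasites in RPMI 1640/Albumax erythrocyte culture, 37 C and 5% CO2. Inhibition is inferred from decreased luminescence after adding detection reagent.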
LmPK inh = blocks Leishmania mexicana pyruvate kinase activity | hit rate 0.37% among 290,000 | Q27686 | Potency, µM (doses to about 57.5 µM), for inactives: at the top dose activity change, negative = inhibition, hits mostly inhibitors | AID 1721 | purified LmPK, Kinase-Glo ATP luminescence, 1 h; further: potency means the concentration at half of the fitted maximal effect; on the % scale 0 is the no-effect control and ±100 the full control effect
Target sequence (Q27686 whole entry, looked up): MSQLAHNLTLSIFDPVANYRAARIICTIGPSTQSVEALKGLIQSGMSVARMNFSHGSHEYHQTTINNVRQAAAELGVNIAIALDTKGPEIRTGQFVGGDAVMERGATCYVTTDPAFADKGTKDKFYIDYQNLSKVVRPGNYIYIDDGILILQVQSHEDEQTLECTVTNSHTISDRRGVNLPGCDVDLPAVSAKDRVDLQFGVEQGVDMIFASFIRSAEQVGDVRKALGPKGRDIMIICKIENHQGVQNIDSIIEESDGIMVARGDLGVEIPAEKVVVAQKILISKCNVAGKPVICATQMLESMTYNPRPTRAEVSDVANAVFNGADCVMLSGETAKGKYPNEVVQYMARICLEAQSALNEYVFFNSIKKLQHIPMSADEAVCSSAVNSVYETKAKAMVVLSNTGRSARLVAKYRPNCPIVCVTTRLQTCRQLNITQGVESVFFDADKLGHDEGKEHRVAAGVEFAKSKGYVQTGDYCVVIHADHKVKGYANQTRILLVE
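Screened at intermediate enzyme activity to detect both inhibitors and activators: LmPK at 0.1 nM, with a 0.5 nM enzyme column as activation reference. PEP 0.5 mM, ADP 0.1 mM; ATP detected by luminescence after 1 h.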
HCV inh = HCV inhibition. Huh7.5.1 HCVcc-Cre infection, luciferase reporter, 44 h. Potency, µM (titrated, usually from 41.8 µM), for inactives: at the highest dose activity change, negative = inhibition, usual class: inhibitors. hit rate 3.4% among 340,000. AID 651820; further: potency means the concentration at half of the fitted maximal effect; on the % scale 0 is the no-effect control and ±100 the full control effect
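Compounds are dispensed onto cells plated 4 h earlier at 1,000 per well, with HCVcc-Cre virus (about 0.5 moi) added next. Following 44 h of culture, luminescent signal is measured for 15 sec after 15 min with substrate at room temperature.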
Shiga toxin inh = blocks Shiga toxin action in Vero cells. hit rate 9.2% among 290,000. inhibition, % at 38.7 µM. Vero cells, Shiga toxin protein synthesis inhibition reporter. AID 2315; in the data active means inhibition mostly above about 28%, no sharp cut-off; inactive means mostly below about 43%; further: 0% is about no effect
Tb PYK inh = blocks Trypanosoma brucei pyruvate kinase | TbPYK enzyme, Kinase-Glo Plus ATP luminescence, 45 min | AID 624173 | Potency, µM (highest dose often 76.8 µM), for inactives: at the top dose activity, negative = inhibition, hits mostly inhibitors | hit rate 0.12% among 410,000 | Q57TT1; further: potency means the concentration at half of the fitted maximal effect; on the % scale 0 is the no-effect control and ±100 the full control effect; nearly all actives have a fitted effect of over 50% in size
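Readout: single end-point luminescence (Kinase-Glo Plus, 10 min). Reaction conditions were TbPYK/substrate plus 130 uM ADP, 45 min at RT, pH 7.2 TEA buffer. No-enzyme wells served as controls, and data were normalized before concentration-response fitting.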
CHX counter = counter-screen for Shiga toxin inhibitors: cycloheximide protein synthesis inhibition. cell reporter, cycloheximide protein synthesis inhibition counterscreen. hit rate 12% among 300,000. max response, %; in the data active means max response mostly above about 13%, no sharp cut-off; inactive means mostly below about 14%; further: read at 38.3 µM for the half of the compounds with a filed dose; 0% is about no effect
Pf growth 96h = P. falciparum growth inhibition at 96 hour, primary screen for plastid delayed-death inhibitors; Potency, µM (doses to about 28.7 µM), for inactives: top-dose activity change, negative = inhibition, most hits filed as inhibitors; hit rate 6.9% among 320,000; P. falciparum luciferase reporter growth, 96 h; further: potency means the concentration at half of the fitted maximal effect; on the % scale 0 is the no-effect control and ±100 the full control effect
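Two-generation exposure (96 h) targets delayed-death phenotype. Reporter parasites carrying integrated firefly luciferase, in red cells at 2% hematocrit and 0.05% parasitemia final, kept at 37 C, 5% CO2; luminescence loss indicates inhibition.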
Starred values were filed as active, the others as inactive; i = inactive; ? = inconclusive; . = not tested or not shown; [ ] = dose if it differs, or a comment. Unless noted, the call rests on the fitted dose curve; in most records, active means well fitted curve in the direction sought with a large enough effect; inconclusive means small, poorly fitted or top-dose-only effect, or another doubt; inactive means no such curve, though single readings can be large; an effect the other way counts as inactive or inconclusive.

Each structure is followed by: Pf growth 48h	LmPK inh	HCV inh	Shiga toxin inh	Tb PYK inh	CHX counter	Pf growth 96h
COc1ccccc1C(=O)NCC(=O)NCC1(N2CCCCC2)CCCCC1
  34%[activator]	.	-13%	.	-16%	.	30%
O=C(COC(=O)/C=C/c1ccc(Br)o1)NC1CCCCC1
  ?	.	-3%	.	-12%	.	-28%
CSc1nc2ccc(S(=O)(=O)N3CCCCC3)cc2s1
  10%	5%	6%	-8	1%	-2	.
O=C(O)c1nccnc1C(=O)Nc1ccc(Cl)cn1
  17%	-1%	17%	-24	-7%	-1	6%
CCCc1cnc(N2CCN(C(=S)NC)CC2)nc1
  144%[activator]	-2%	9%	66*	-8%	44*	104%[activator]
COc1ccc(-c2cc(C(F)(F)F)n3nc(N)nc3n2)cc1
  .	0%	4%	22	7%	9	47%[activator]
Cc1ccc(-c2csc(=Nc3cccnc3)n2CCCN2CCCC2=O)cc1C
  ?	-1%	?	-12	-13%	-3	12µM*
Cn1c(NNC(=O)/C=C/c2ccc3c(c2)OCO3)cc(=O)n(C)c1=O
  11%	1%	-9%	-19	0%	-1	-12%
CCC(CC)C(=O)N(c1ccc(F)cc1)C1C=CS(=O)(=O)C1 (stereo unspecified)
  ?	-3%	?	3	-1%	-5	20%
CC1CCCCN1C(=O)c1cc(Cl)ccc1[N+](=O)[O-] (stereo unspecified)
  -2%	1%	3%	11	-9%	-4	91%[activator]
O=C(COC(=O)CSc1ccc(Br)cc1)NCc1ccco1
  0%	.	4%	.	-5%	.	12%
O=C(CO/N=C/c1ccc(OC(F)F)cc1)NC1CCCCCC1
  -21%	8%	-25%	-7	-5%	-2	1%
O=C(CC1SC(N2CCCC2)=NC1=O)Nc1ccc(C(=O)NCCOc2ccccc2F)cc1 (stereo unspecified)
  6%	.	16%	.	-6%	.	?
CC(C)c1c(C(=O)N/N=C/c2ccc(C(F)(F)F)cc2)nnn1-c1nonc1N
  ?	-2%	5.6µM*	0	5%	5	?
O=[N+]([O-])c1cc(/C=N/N2CCCCC2)ccc1Cl
  51%[activator]	0%	6%	72*	-4%	18*	56%[activator]
COc1cccc(CC(NC(C)=O)C(=O)NC2CCN(c3c(Cc4ccccc4)c(C)nc4ncnn34)CC2)c1 (stereo unspecified)
  3.7µM*	0%	-1%	9	4%	1	10µM*
Cc1ccc(CNC(=O)CN2C(=O)NC(C)(c3cccc(Br)c3)C2=O)cc1 (stereo unspecified)
  -1%	12%	?	-5	0%	0	?
O=C(c1ccccc1)N1N=C(C(F)(F)F)CC1(O)c1ccc(F)cc1 (stereo unspecified)
  18%	4%	2%	59*	1%	25*	2%
COc1ccccc1CN(CC(=O)NCc1ccco1)C(=O)CNS(=O)(=O)c1ccc(C)cc1
  ?	8%	?	-20	-8%	-4	-21%
COc1cccc(CN(C)C(=O)c2ccc3c(=O)n4c(nc3c2)CCC4)c1OC
  -5%	-6%	3%	69	-7%	36*	-4%

Some of these compounds in order of length of the SMILES, ascending.
Each structure is followed by: Pf growth 48h	LmPK inh	HCV inh	Shiga toxin inh	Tb PYK inh	CHX counter	Pf growth 96h
O=C(O)c1nccnc1C(=O)Nc1ccc(Cl)cn1
  17%	-1%	17%	-24	-7%	-1	6%
CSc1nc2ccc(S(=O)(=O)N3CCCCC3)cc2s1
  10%	5%	6%	-8	1%	-2	.
O=C(COC(=O)CSc1ccc(Br)cc1)NCc1ccco1
  0%	.	4%	.	-5%	.	12%
O=C(COC(=O)/C=C/c1ccc(Br)o1)NC1CCCCC1
  ?	.	-3%	.	-12%	.	-28%
CC1CCCCN1C(=O)c1cc(Cl)ccc1[N+](=O)[O-] (stereo unspecified)
  -2%	1%	3%	11	-9%	-4	91%[activator]
COc1ccc(-c2cc(C(F)(F)F)n3nc(N)nc3n2)cc1
  .	0%	4%	22	7%	9	47%[activator]
CCC(CC)C(=O)N(c1ccc(F)cc1)C1C=CS(=O)(=O)C1 (stereo unspecified)
  ?	-3%	?	3	-1%	-5	20%
Cc1ccc(-c2csc(=Nc3cccnc3)n2CCCN2CCCC2=O)cc1C
  ?	-1%	?	-12	-13%	-3	12µM*
O=C(c1ccccc1)N1N=C(C(F)(F)F)CC1(O)c1ccc(F)cc1 (stereo unspecified)
  18%	4%	2%	59*	1%	25*	2%
Cn1c(NNC(=O)/C=C/c2ccc3c(c2)OCO3)cc(=O)n(C)c1=O
  11%	1%	-9%	-19	0%	-1	-12%
Cc1ccc(CNC(=O)CN2C(=O)NC(C)(c3cccc(Br)c3)C2=O)cc1 (stereo unspecified)
  -1%	12%	?	-5	0%	0	?
O=C(CC1SC(N2CCCC2)=NC1=O)Nc1ccc(C(=O)NCCOc2ccccc2F)cc1 (stereo unspecified)
  6%	.	16%	.	-6%	.	?
COc1ccccc1CN(CC(=O)NCc1ccco1)C(=O)CNS(=O)(=O)c1ccc(C)cc1
  ?	8%	?	-20	-8%	-4	-21%
COc1cccc(CC(NC(C)=O)C(=O)NC2CCN(c3c(Cc4ccccc4)c(C)nc4ncnn34)CC2)c1 (stereo unspecified)
  3.7µM*	0%	-1%	9	4%	1	10µM*

Quoted from the listing.
Under HCV inh, COc1ccc(-c2cc(C(F)(F)F)n3nc(N)nc3n2)cc1 is listed with 4%
Under CHX counter, Cc1ccc(CNC(=O)CN2C(=O)NC(C)(c3cccc(Br)c3)C2=O)cc1 (stereo unspecified) is listed with 0

Next part.
Each structure is followed by: Pf growth 48h	LmPK inh	HCV inh	Shiga toxin inh	Tb PYK inh	CHX counter	Pf growth 96h
CCc1cc(=O)oc2cc(C)cc(OCC(=O)NCc3ccccn3)c12
  -28%	-6%	-18%	-4	1%	-1	?
COc1cccc(NC(=O)c2ccccc2)c1
  97%[activator]	.	?	.	-10%	.	83%[activator]
Cc1ccccc1CC1(CO)CCCN(C(=O)Cc2c(F)ccc(F)c2F)C1 (stereo unspecified)
  -2%	-4%	-8%	18	3%	-4	0%
O=P(CCC(F)(F)F)(CCC(F)(F)F)CCC(F)(F)F
  .	-5%	11%	-14	17%	-5	-10%
Cn1nnnc1SCC(=O)Nc1c(Cl)cccc1Cl
  5%	-2%	-20%	-15	1%	-3	19%[5.75 µM]
O=C(C1=CC=CN2CCS(=O)(=O)N=C12)N1CCN(c2cccc(Cl)c2)CC1
  -16%	.	23%	.	-8%	.	2%
COc1ccc(-c2coc3cc(OC)cc(O)c3c2=O)cc1
  85%[activator]	-6%	-4%	51*	1%	52*	114%[activator]
O=C(O)c1cccc(NN=C2c3ccccc3-c3ccccc32)c1
  23%	4%	15%	84*	0%	42*	10%
O=C(Nc1ccc(-c2noc(-c3cccs3)n2)cc1)c1cccnc1
  -17%	7%	?	59*	1%	27*	?
Cc1noc(/C=C/c2ccco2)c1S(=O)(=O)N1CCC(C(=O)Nc2ccc(Cl)cn2)CC1
  ?	0%	?	30	-11%	15	?
NC(=O)Nn1c(CCC(=O)O)ccc1-c1ccc(Br)cc1
  8%	-3%	-11%	-13	-2%	-4	1%
CC(C)c1ccc(OCc2nc(-c3ccccn3)no2)c(Br)c1
  164%[activator]	-8%	13µM*	67*	2%	46*	49%[activator]
Cc1cccc(NC(=O)CSc2nc3nc4c(cc3c(=O)n2-c2ccccc2)CCCC4)c1
  5.2µM*	-5%	?	-13	-3%	-2	2.9µM*
Cc1ccc(C)c(Cn2c(=O)c3c(nc4n3CCN4Cc3ccco3)n(C)c2=O)c1
  8.3µM*	0%	-14%	74	1%	-2	?
O=C(NC1CCCCCC1)C1CCN(S(=O)(=O)c2cccc3cccnc23)CC1
  .	7%	29%	3	3%	-3	-90%
Cc1ccc(-c2csc(NC(=O)c3cccc(N4C(=O)CCC4=O)c3)n2)o1
  -2%	2%	?	10	-19%	-3	24%
CCOC(=O)c1ccc(S(=O)(=O)N2CCN(c3ccccn3)CC2)cc1
  -11%	-5%	11%	-8	1%	-3	-14%
CCCn1c(O)c(C=Nc2ccccc2)sc1=S
  18%	6%	-7%	44*	4%	36*	?
CC(C(=O)NCCc1ccccc1)N1c2cccc3cccc(c23)S1(=O)=O (stereo unspecified)
  -6%	2%	-12%	-3	-9%	-2	?
COc1cc(-c2noc(C)c2C#Cc2ccc(N)cc2)cc(OC)c1OC
  0%	5%	2.2µM*	12	-13%	14*	?
Brc1[nH]nc2ccccc12
  -19%	1%	15%	-2	1%	-5	69%[activator]
Cn1cccc1CNC(=O)Nc1ccc(Cl)cc1
  45%[activator]	-2%	-12%	59*	-8%	49*	51%[activator]
COc1ccc(C2CC(=O)Oc3cc(C)cc(C)c32)cc1 (stereo unspecified)
  .	.	-3%	i	4%	-2	.
Fc1ccc(/C=N/Nc2cc(N3CCOCC3)ncn2)cc1
  77%[activator]	1%	-9%	-4	-6%	9	?
CCc1c(C(=O)NCc2ccccc2Cl)[nH]c(C)c1C(C)=O
  -9%	3%	-23%	27	6%	-6	37%[activator]
COc1ccc(Cl)cc1S(=O)(=O)N1CCCC1=O
  5%	-8%	12%	20	-3%	-6	?
Cc1ccccc1S(=O)(=O)Nc1cccnc1
  -19%	-3%	3%	-10	-3%	-2	21%
Cn1cc(C=O)c2ccccc21
  51%[activator]	22%	3%	-4	2%	5	10µM*
Cc1[nH]c2ccccc2c1C(=O)C(C)OC(=O)c1ccc([N+](=O)[O-])o1 (stereo unspecified)
  3.3µM*	-1%	?	16	5%	3	?
COc1cc(OC)c(OC)cc1CNC(=O)c1cc(S(=O)(=O)N2CCOCC2)ccc1F
  ?	.	-5%	.	-4%	.	-43%
CCc1c(C(=O)NN2C(=O)C3C4CCC(O4)C3C2=O)csc1C (stereo unspecified)
  6%	-1%	2%	16	4%	8	-11%
COc1ccc(CN2CSC(=S)N(Cc3ccccc3)C2)cc1
  -26%	1%	?	-3	3%	-2	10%
COc1cccc(CNc2nc3ccc(C)cc3n3cnnc23)c1
  -3%	-1%	-1%	-8	0%	-3	-29%

Hits appear at their usual frequency; any-hit rate near 24%.
